rTrxR1 inhibitor = qHTS Assay for Inhibitors of Mammalian Selenoprotein Thioredoxin Reductase 1 (TrxR1): qHTS | 390,000 tested, 1% active | Thioredoxin reductase 1, cytoplasmic (Rattus norvegicus), O89049 | AID 588453, 2011 | recombinant rTrxR1, NADPH fluorescence consumption, selenite substrate | Potency, µM (top dose mostly 114 µM), inactives show at the highest dose activity change, negative = inhibition, hits mostly inhibitors; note: % is set by controls: 0 for no effect and ±100 for the full control effect; nearly all actives have a fitted effect of over 65% in size
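Rat TrxR1 (90 nM in the dispensed reagent) was pre-reduced with 400 uM NADPH for 5 min at room temperature, then incubated with compound for 15 min. After 400 uM selenite was added, NADPH fluorescence (Ex 340/Em 450 nm) was followed for 8 min.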
Pin1 inh = qHTS Assay to Find Inhibitors of Pin1; Peptidyl-prolyl cis-trans isomerase NIMA-interacting 1 (Homo sapiens), Q13526; Pin1 FP peptide displacement, HiFluor488, 10 min; Potency, µM (highest dose often 115 µM), without a hit: top-dose activity, negative = inhibition, hits mostly inhibitors; 390,000 tested, 0.009% active; AID 504891, 2011; active = well fitted inhibition curve with a large enough effect in the polarisation, with a control signal flat, not every such curve was filed as active; inconclusive = small, poorly fitted or top-dose-only effect, or effect the other way, or a change in a side signal; inactive = no such curve, though single readings can be large or run the other way; the % refers to the polarisation; note: % is set by controls: 0 for no effect and ±100 for the full control effect
Target sequence (Q13526 whole entry, looked up): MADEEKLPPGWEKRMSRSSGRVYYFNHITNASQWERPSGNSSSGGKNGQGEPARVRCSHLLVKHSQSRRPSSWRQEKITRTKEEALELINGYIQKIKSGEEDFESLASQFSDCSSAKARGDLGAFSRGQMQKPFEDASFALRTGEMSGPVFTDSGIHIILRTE
JMJD2A Tudor inh = qHTS Assay for Inhibitors of JMJD2A-Tudor Domain; Potency, µM (series often up to 114 µM), for the others: at the highest dose activity change, negative = inhibition, usual class: inhibitors; AlphaScreen JMJD2A-Tudor / H3K4me3 peptide binding; Lysine-specific demethylase 4A (Homo sapiens), O75164; 390,000 tested, 4.4% active; note: % is set by controls: 0 for no effect and ±100 for the full control effect; nearly all actives have a fitted effect of over 50% in size
HP1b chromo inh = HTS for Inhibitors of HP1-beta Chromodomain Interactions with Methylated Histone Tails. Chromobox protein homolog 1 (Homo sapiens), P83916. AID 540317, 2011. AlphaScreen HP1-beta / biotin-H3K9me3 peptide binding. Potency, µM (titrated, usually from 114 µM), without a hit: at the top dose activity change, negative = inhibition, most hits filed as inhibitors. 390,000 tested, 0.56% active; note: nearly all actives have a fitted effect of over 70% in size; inactives centre near 23
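Compound inhibition of the preformed complex between 50 nM HP1-beta and 50 nM biotinylated H3K9me3 peptide was read by AlphaScreen. Buffer was PBS pH 7.4 with 0.01% Tween-20. Incubations ran 30 min at room temperature, with 10 ug/mL donor/acceptor beads.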
ERG-DNA inh = qHTS for Small Molecule Inhibitors of the ERG Ets/DNA interaction | Transcriptional regulator ERG (Homo sapiens), P11308 | Potency, µM (highest dose often 76.9 µM), for the others: top-dose FP activity, negative = inhibition, usual class: inhibitors | 370,000 tested, 0.028% active | AID 624246, 2012 | fluorescence polarization, His-ERG Ets domain / labelled DNA; active = well fitted inhibition curve with a large enough effect in the polarisation, with a control signal flat; inconclusive = small, poorly fitted or top-dose-only effect, or effect the other way, or a change in a side signal; inactive = no such curve, though single readings can be large or run the other way; the % refers to the polarisation;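 note: polarization taken with two DNA probes labelled with fluorescein and Texas red; % of control where 0% means no effect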
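His-tagged ERG Ets domain (1 uM in the protein solution; 300mM KCl, 50mM Tris-HCl, 1mM EDTA, 1mM DTT, pH 7.5) received compound, then a probe mix of 5 nM fluorescein-DNA and 100nM Texas-615-DNA. Fluorescence polarization was read for both dyes.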
GLS inh = qHTS for Inhibitors of Glutaminase (GLS). Glutaminase kidney isoform, mitochondrial (Homo sapiens), O94925. GLS enzymatic activity, qHTS titration. Potency, µM (top dose mostly 45.5 µM), for the others: top-dose activity change, negative = inhibition, actives largely listed as inhibitors. 410,000 tested, 0.21% active. AID 624170, 2012; note: % is set by controls: 0 for no effect and ±100 for the full control effect
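Compounds were pin-transferred onto hKGA, after which L-glutamine (1 mM solution) and a detection mix of glutamate oxidase, HRP and Amplex Red were added. Initial and 30 min RT fluorescence reads were collected.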
12-LOX inh = Primary qHTS assay for inhibitors of human arachidonate 12S-lipoxygenase (ALOX12): Round 2; purified 12hLO, xylenol orange hydroperoxide absorbance; 580,000 tested, 1.1% active; Potency, µM (highest dose often 108 µM), without a hit: top-dose activity change, negative = inhibition, actives largely listed as inhibitors; note: % is set by controls: 0 for no effect and ±100 for the full control effect
Target sequence (P18054 whole entry, looked up): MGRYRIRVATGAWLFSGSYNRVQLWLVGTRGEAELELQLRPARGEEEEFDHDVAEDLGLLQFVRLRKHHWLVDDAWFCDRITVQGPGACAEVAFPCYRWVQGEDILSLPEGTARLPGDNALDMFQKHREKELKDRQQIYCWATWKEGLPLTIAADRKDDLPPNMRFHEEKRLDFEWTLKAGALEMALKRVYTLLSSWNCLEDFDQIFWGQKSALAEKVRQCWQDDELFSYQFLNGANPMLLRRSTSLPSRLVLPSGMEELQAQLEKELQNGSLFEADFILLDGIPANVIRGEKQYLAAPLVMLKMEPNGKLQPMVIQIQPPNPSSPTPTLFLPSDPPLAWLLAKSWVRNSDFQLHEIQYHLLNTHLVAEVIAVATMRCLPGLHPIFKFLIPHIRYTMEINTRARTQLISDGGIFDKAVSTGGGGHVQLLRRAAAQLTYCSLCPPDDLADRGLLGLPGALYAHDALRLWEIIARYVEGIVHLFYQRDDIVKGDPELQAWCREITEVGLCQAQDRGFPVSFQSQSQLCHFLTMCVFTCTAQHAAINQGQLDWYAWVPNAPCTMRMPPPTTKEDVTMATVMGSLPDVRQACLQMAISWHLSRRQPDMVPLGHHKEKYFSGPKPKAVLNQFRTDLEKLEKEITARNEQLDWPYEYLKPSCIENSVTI
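Purified human 12hLO (150 nM final) in 25 mM Hepes, 0.01% Triton X-100, pH 7.0 was preincubated 15 min at room temperature with compound. Then 40 uM arachidonic acid was added, 30 min. Hydroperoxide was read by Fe-XO absorbance ratio 573/405 nm.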
PGK inhibitor = qHTS Assay to Find Inhibitors of Phosphoglycerate Kinase. Phosphoglycerate kinase, glycosomal (Trypanosoma brucei brucei), P07378. PGK/GAPDH coupled, Kinase-Glo luminescence, 60 min. Potency, µM (highest dose often 57.5 µM), inactives show at the highest dose activity change, negative = inhibition, usual class: inhibitors. 380,000 tested, 0.043% active; note: % is set by controls: 0 for no effect and ±100 for the full control effect; nearly all actives have a fitted effect of over 60% in size
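Recombinant glycosomal PGK reaction used 1,3-bisphosphoglycerate generated in-well by GAPDH (100nM final) in 100mM TEA pH 7.6, 5mM MgCl2, 0.01% Tween-20. After 60 minutes at room temperature, ATP was read by Kinase-Glo Plus luminescence end-point.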
RGS4 inhibitor = Inhibitors of Regulator of G Protein Signaling (RGS) 4: qHTS; Regulator of G-protein signaling 4 (Homo sapiens), P49798; Transcreener GDP fluorescence polarization, RGS4-accelerated GTP hydrolysis; Potency, µM (top dose mostly 114 µM), for the others: at the highest dose activity change, negative = inhibition, most hits filed as inhibitors; 390,000 tested, 0.039% active; AID 504845, 2011; note: % is set by controls: 0 for no effect and ±100 for the full control effect; nearly all actives have a fitted effect of over 75% in size; some results filed as inactive show a strong effect at the top dose
Target sequence (P49798 whole entry, looked up): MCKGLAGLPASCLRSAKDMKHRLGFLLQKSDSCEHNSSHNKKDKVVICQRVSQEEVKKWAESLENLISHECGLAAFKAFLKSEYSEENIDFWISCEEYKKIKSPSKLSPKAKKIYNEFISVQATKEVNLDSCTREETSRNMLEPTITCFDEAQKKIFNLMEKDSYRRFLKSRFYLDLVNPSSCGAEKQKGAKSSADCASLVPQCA
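MLSMR compounds (23 nl, pin-transferred) preincubated 10 min at room temperature with a 500nM (2x) first reagent, then RGS4 at 900nM (2x) plus Transcreener GDP mix added; fluorescence polarization (620/688 nm) read before and after 90 min at 30 °C.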
* marks the source's active call; other numbers are inactive results; i = inactive; ? = inconclusive; · = no result given; [ ] = another dose, or the depositor's remark. Unless noted, calls come from the whole dose curve; as a rule, active = well fitted curve in the direction sought with a large enough effect; inconclusive = small, poorly fitted or top-dose-only effect, or another doubt; inactive = no such curve, though single readings can be large; an effect the other way counts as inactive or inconclusive. Potency is the fitted concentration of half-maximal effect. A portion of the library; the hit share may differ from the screen's.

SMILES	rTrxR1 inhibitor	Pin1 inh	JMJD2A Tudor inh	HP1b chromo inh	ERG-DNA inh	GLS inh	12-LOX inh	PGK inhibitor	RGS4 inhibitor
CCOc1ccc(NS(=O)(=O)c2cc(C(=O)NCCCN3CCCC3=O)ccc2C)cc1	12%	-19%	-13%	35%	-16%	2%	185%[activator]	i	-24%
O=C(OCC(=O)N1CCc2ccccc21)c1ccccc1F	-14%	-5%	-3%	71%[activator]	-5%	4%	1%	-2%	3%
O=C(Cn1cc([N+](=O)[O-])cn1)N1CCN(c2ccccc2)CC1	0%[57.1 µM]	-7%	-8%	29%	3%	4%	-8%	-6%	11%
CCOC(=O)CSc1nnc(NC(=O)c2cccc(S(=O)(=O)N3CCCC3)c2)s1	1%	-2%	-8%	21%	·	12%	2%	1%	-1%
Cc1c(NC(=O)Nc2cccc(Cl)c2Cl)c(=O)n(-c2ccccc2)n1C	8%	-5%	-6%	6%	4%	0%	144%[activator]	4%	-1%
CC1=C(C(=O)NCCCOC(C)C)C2(CCC(C)CC2)OC1=O (stereo unspecified)	-2%[57.1 µM]	-1%	-19%	2%	7%	2%	31%[activator]	-9%	-4%
COC(=O)c1ccc(C(=O)OC)c(NC(=O)COC(=O)C2CCCCC2)c1	12%	?	24%	53%	-2%	4%	-5%	1%	34%
Cc1cccc(NC(=S)N2CCC(c3nc4ccccc4o3)CC2)c1	-12%	-3%	-19%	21%	4%	-3%	?	-13%	-28%
Cc1ccc(C2=NC3(CCCC3)N=C2SCC(=O)Nc2ccc3c(c2)OCCO3)cc1	68%[activator][57.1 µM]	12%	-32%	40%	0%	-2%	9%	-1%	-32%
Nc1ccc(S(=O)(=O)NC2(C(F)(F)F)NC(=O)N(c3cccc(Cl)c3)C2=O)cc1 (stereo unspecified)	-1%	0%	-8%	51%[activator]	-3%	8%	-4%	-7%	-4%
Nc1nc(-c2cccnc2)nn1C(=O)c1ccccc1Cl	2%	1%	-5%	32%	7%	8%	0%	0%	27%
O=C(NCC1CCCCC1)c1ccc(Cl)c(S(=O)(=O)N2CCOCC2)c1	23%	1%	-15%	23%	-3%	-2%	10%	3%	12%
COc1ccc2c(c1)C1OCCC1C(c1ccco1)N2 (stereo unspecified)	?	-3%	-14%	13%	11%	?	·	-17%	-20%
CCn1c(C)c(C)c2cc(C(=O)N3CCc4ccccc4C3)ccc21	10%	23%	40µM*	?	0%	8%	-28%	-2%	-3%
CCOC(=O)c1c(C)[nH]c(C)c1S(=O)(=O)N1CCN(C(=O)c2ccco2)CC1	19%	-4%	-12%	22%[57 µM]	-6%	3%	2%	-9%	-18%
CCCCC(=O)OCC(=O)Nc1ccc(C)c(F)c1	17%[57.1 µM]	2%	2%	39%	3%	0%	-26%	-5%	17%
CCOC(=O)N1CCC(NCCNC(=O)c2ccc(F)c(F)c2)CC1	19%	-10%	-1%	34%	-9%	-7%	-26%	-3%	-13%
O=C1c2ccccc2C(=O)N1OCc1ccc(Cl)cc1	6%[57.1 µM]	-3%	3%	31%	-9%	-8%	-24%	i	-31%
CCOc1ccc(NC(=S)NC(C)c2cccs2)cc1 (stereo unspecified)	8%	4%	-10%	19%	-1%	13%	-27%	3%	-23%
CC(C)c1nc(SCC(=O)N2CCOCC2)c2c(=O)n(C)c(=O)n(C)c2n1	8%[57.1 µM]	-2%	-8%	27%	-19%	-4%	4%	i	3%
CC(NC(=O)COc1ccc(N(C)S(=O)(=O)c2ccccc2)cc1)c1ccccc1 (stereo unspecified)	12%	2%	-21%	29%	3%	2%	2%	-7%	-2%
O=C(NCc1ccncc1)C(=O)NCc1ccncc1	18%[57.1 µM]	9%	-6%	33%[activator]	9%	-2%	-26%	-3%	51%
Cc1ccccc1CN1CCC(n2nccc2NC(=O)CCOc2ccccc2)CC1	28%	-3%	-16%	17%	-8%	-14%	-10%	-1%	-8%
Cc1ccc2nc(Cn3cc(C(F)(F)F)cc(Cl)c3=O)cc(=O)n2c1	51%[57.1 µM]	-5%	-22%	35%	3%	5%	2%	-5%	14%
CCc1nc(OCCN(C)C)c2oc3ccccc3c2n1	14%	?	-10%	17%	1%	9%	?	-1%	-5%
COc1ccc(Cl)cc1C(=O)NCC#N	-12%	0%	-14%	11%	-2%	-1%	?	0%	-21%
Cc1ccc(CSc2nc3ccc(NC(=O)CC(C)C)cc3s2)cc1	1%	-3%	-7%	30%[activator]	1%	6%	0%	10%	-6%
O=[N+]([O-])c1ccc(N2CCN(c3ccc(F)cc3)CC2)cc1	9%	-5%	-16%	-5%	-3%	6%	-10%	1%	10%
CCc1ccc(OCCSc2nc3ccccc3n2CC(=O)O)cc1	16%	1%	5%	36%	-4%	-5%	17%	-18%	-18%
O=C(CN1c2ccccc2Sc2ccccc21)NNC(=O)Nc1ccc(Cl)c(Cl)c1	12%	-9%	-25%	20%	17%	18%	0%	-8%	10%

In another format: entries from further up
SMILES,rTrxR1 inhibitor,Pin1 inh,JMJD2A Tudor inh,HP1b chromo inh,ERG-DNA inh,GLS inh,12-LOX inh,PGK inhibitor,RGS4 inhibitor
COC(=O)c1ccc(C(=O)OC)c(NC(=O)COC(=O)C2CCCCC2)c1,12%,?,24%,53%,-2%,4%,-5%,1%,34%
Cc1cccc(NC(=S)N2CCC(c3nc4ccccc4o3)CC2)c1,-12%,-3%,-19%,21%,4%,-3%,?,-13%,-28%
Cc1ccc(C2=NC3(CCCC3)N=C2SCC(=O)Nc2ccc3c(c2)OCCO3)cc1,68%[activator][57.1 µM],12%,-32%,40%,0%,-2%,9%,-1%,-32%
Nc1ccc(S(=O)(=O)NC2(C(F)(F)F)NC(=O)N(c3cccc(Cl)c3)C2=O)cc1 (stereo unspecified),-1%,0%,-8%,51%[activator],-3%,8%,-4%,-7%,-4%
Nc1nc(-c2cccnc2)nn1C(=O)c1ccccc1Cl,2%,1%,-5%,32%,7%,8%,0%,0%,27%
O=C(NCC1CCCCC1)c1ccc(Cl)c(S(=O)(=O)N2CCOCC2)c1,23%,1%,-15%,23%,-3%,-2%,10%,3%,12%
COc1ccc2c(c1)C1OCCC1C(c1ccco1)N2 (stereo unspecified),?,-3%,-14%,13%,11%,?,·,-17%,-20%
CCn1c(C)c(C)c2cc(C(=O)N3CCc4ccccc4C3)ccc21,10%,23%,40µM*,?,0%,8%,-28%,-2%,-3%
CCOC(=O)c1c(C)[nH]c(C)c1S(=O)(=O)N1CCN(C(=O)c2ccco2)CC1,19%,-4%,-12%,22%[57 µM],-6%,3%,2%,-9%,-18%

The list goes on:
SMILES	rTrxR1 inhibitor	Pin1 inh	JMJD2A Tudor inh	HP1b chromo inh	ERG-DNA inh	GLS inh	12-LOX inh	PGK inhibitor	RGS4 inhibitor
Cc1ccc(C(NC(=O)Cc2cccs2)C(=O)Nc2ccc(C(C)C)cc2)cc1 (stereo unspecified)	20%	0%	-8%	32%[activator]	-10%	-17%	-26%	-1%	-16%
CC(=O)c1cccc(NC(=O)c2cc3nc(-c4ccc(Br)cc4)cc(C(F)(F)F)n3n2)c1	13%[57.1 µM]	?	7%	19%	1%	-14%	-26%	-5%	-2%
COc1cc(C(c2oc(CO)cc(=O)c2O)c2oc(CO)cc(=O)c2O)cc(OC)c1OC	28%	6%	?	55%[activator]	-14%	-4%	-3%	0%	14%[56.9 µM]
CCOC(=O)Cc1csc(NC(=S)NC(=O)c2cc(OC)cc(OC)c2)n1	3%	2%	-29%	42%[activator]	7%	25%	-1%	i	-5%
COC(=O)c1ccc(Cn2cc(Cl)cn2)cc1	19%[57.1 µM]	-3%	1%	29%	4%	7%	0%	-2%	43%
CC(C)CC(=O)Nc1ccc(C(=O)NNC(=O)C(c2ccccc2)c2ccccc2)cc1	12%	15%	-11%	36%[activator]	-5%	-1%	22%	-5%	1%
CCN1CCC(NC(=O)Nc2ccc(F)cc2F)CC1	30%[57.1 µM]	-3%	?	25%	1%	-3%	0%	-4%	-3%
CC(C)Cc1cc(C(=O)O)n[nH]1	0%	3%	25µM*	1%	-1%	16%	?	5%	26%
O=C(/C=C/c1ccc([N+](=O)[O-])cc1)OCC(=O)N1CCCCCC1	11%[57.1 µM]	-8%	-16%	0%	8%	-4%	14%	-2%	-27%
CC(C)Oc1ccccc1C1C=C(C(=O)O)Nc2ncnn21 (stereo unspecified)	-5%	2%	-26%	4%	-2%	-3%	-15%	0%	36%
O=C(O)Cc1ccc(NCc2ccccc2Cl)cc1	0%[57.1 µM]	-2%	-12%	1%	4%	4%	?	5%	-22%

Source: PubChem
